Compound activity from PubChem BioAssay.
PfHsp40 rescue: restores yeast growth despite PfHsp40 toxicity. S. cerevisiae expressing PfHsp40, growth rescue, ATP luminescence. growth rescue, % at 12.5 µM. hit rate 0.68% among 340,000; in the data active = growth rescue above about 28%, passing the limit was not always enough;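 note: yeast W303a lacking pdr1 and pdr3 grown in galactose medium; growth measured after three days at 30 °C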
Anthrax LF prot: blocks Bacillus anthracis lethal factor protease; hit rate 0.12% among 360,000; multiplex microsphere protease cleavage assay, LF; inhibition, % at 10 µM; in the data active = inhibition above about 30%; note: plate controls were buffer without enzyme for full effect and enzyme alone for no effect
3CLpro inhibitor: SARS-CoV 3CLpro protease inhibition | P0C6X7 | recombinant SARS-CoV 3CLpro, quenched FRET peptide cleavage | inhibition, % at 6 µM | hit rate 0.14% among 290,000; in the data active = inhibition above about 12%
Y pestis TopoI: blocks Yersinia pestis topoisomerase I activity. activity, % at 10 µM. AID 504884. Y. pestis Topo-I cleavage product accumulation, plate reader. hit rate 0.064% among 360,000; in the data active = activity above about 50%, passing the limit was not always enough; note: inactives centre near 2
Vc quorum ag: quorum light induction in luxS cqsA deficient V. cholerae | V. cholerae BH1578 lux reporter, luminescence, 6 h | activation, % at 18.7 µM | hit rate 0.16% among 350,000; in the data active = activation mostly above about 9.7%, no sharp cut-off; note: not every result past the cut was called active; inactives centre near 0; reference of the scale not given here
TcdB GH inh: blocks C. difficile toxin B glycohydrolase activity. P18177. TcdB glycohydrolase enzymatic assay, plate reader. inhibition, % at 9.99 µM. hit rate 0.24% among 350,000; in the data active = inhibition above about 10%
MazF activator: MazEF (E. coli) toxin RNase activation; P0AE70; FAM/BHQ RNA-DNA oligo cleavage fluorescence, 5 h; activation, % at 20 µM; hit rate 0.32% among 350,000; AID 504720; in the data active = activation above about 50%
Target sequence (P0AE70 whole entry, looked up): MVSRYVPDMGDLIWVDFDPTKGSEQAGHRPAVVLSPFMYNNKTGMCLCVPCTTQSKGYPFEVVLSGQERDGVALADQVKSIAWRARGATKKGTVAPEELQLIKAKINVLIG
SSB-PriA inh: blocks PriA binding to SSB C-terminal tail; inhibition, % at 33 µM; hit rate 0.6% among 430,000; AlphaScreen SSBct-PriA binding, biotinylated peptide; in the data active = inhibition mostly above about 37%, no sharp cut-off; inactive = mostly below about 20%;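 note: plate controls were negative control peptide for no effect and reference peptide for full effect; strong numbers were not always called active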
Rv3671c inh: inhibits the M. tuberculosis serine protease Rv3671c. AID 2606. inhibition, % at 5.96 µM. hit rate 0.048% among 320,000; in the data active = inhibition above about 38%;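 note: extracellular domain of Rv3671c used as enzyme; 0% = enzyme with DMSO and 100% = no enzyme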
Target sequence (P9WHR9 whole entry, looked up, the tested form may be a part): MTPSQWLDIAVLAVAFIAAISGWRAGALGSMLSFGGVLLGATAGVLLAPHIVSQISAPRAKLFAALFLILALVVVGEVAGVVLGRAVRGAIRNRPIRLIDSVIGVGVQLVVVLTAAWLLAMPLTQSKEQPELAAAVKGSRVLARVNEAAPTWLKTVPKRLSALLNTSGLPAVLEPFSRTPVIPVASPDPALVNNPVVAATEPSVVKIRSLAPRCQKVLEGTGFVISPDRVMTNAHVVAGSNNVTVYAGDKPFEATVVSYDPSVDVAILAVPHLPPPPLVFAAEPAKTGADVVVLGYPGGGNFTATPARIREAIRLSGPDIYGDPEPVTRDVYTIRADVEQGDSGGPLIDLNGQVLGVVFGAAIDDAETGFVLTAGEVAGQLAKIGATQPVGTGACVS
DUSP3 inh: inhibitors of human VHR1 phosphatase (DUSP3) | AID 1654 | recombinant VHR phosphatase, pNPP absorbance | hit rate 0.52% among 290,000 | P51452 | inhibition, % at 13.3 µM; in the data active = inhibition above about 50%; note: some compounds called inactive have numbers as strong as hits
Target sequence (P51452 whole entry, looked up): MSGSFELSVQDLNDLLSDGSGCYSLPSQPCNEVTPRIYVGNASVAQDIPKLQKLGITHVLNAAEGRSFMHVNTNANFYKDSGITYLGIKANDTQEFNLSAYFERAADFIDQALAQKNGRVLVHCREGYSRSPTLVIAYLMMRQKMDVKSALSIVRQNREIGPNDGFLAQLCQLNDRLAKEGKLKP
* marks the source's active call; other numbers are inactive results; i = inactive; nt = not tested or not shown.

entry	Molecule	PfHsp40 rescue	Anthrax LF prot	3CLpro inhibitor	Y pestis TopoI	Vc quorum ag	TcdB GH inh	MazF activator	SSB-PriA inh	Rv3671c inh	DUSP3 inh
1	Nc1cc(=O)[nH]c(SCc2ccc(Cl)cc2)n1	1.6	5	5	-2	-0.3	nt	4	-5	-3	21
2	O=[N+]([O-])c1cccc(CSc2nnc(Cc3ccccc3)n2-c2ccc(F)cc2)c1	1.6	3	-4	29	-0.3	1.6	-7	1	12	3
3	CCN(CC)S(=O)(=O)c1ccc(Cl)c(NC(=O)COC(=O)C2CCCCC2)c1	-1.5	-9	nt	23	-0.3	0.1	3	-18	1	nt
4	CC1CC(C)CN(S(=O)(=O)c2ccc3c(c2)CCN3C(=O)CCC(=O)O)C1 (centres undefined)	0.5	-1	1	8	i	nt	1	3	-3	-2
5	COc1ccc(CNc2nc(SCc3cc(=O)n4cc(Cl)ccc4n3)nc3ccccc23)cc1	-1.0	0	0	4	-0.3	5.3	-34	-9	-2	22
6	O=C(COc1ccc2c(c1)OCO2)NCc1cccs1	-0.5	0	nt	6	i	-1.9	-1	-17	3	nt
7	O=C(COC(=O)COc1ccccc1)Nc1ccccc1OC(F)F	-1.3	-3	-1	2	i	nt	3	-5	2	7
8	O=C(O)CCC(=O)N1CCc2c([nH]c3ccccc23)C1C(F)(F)F (centres undefined)	14	10	-2	2	-0.9	0.7	2	-14	-8	-10
9	N=c1sccn1CC(=O)Nc1cc(S(=O)(=O)N2CCCC2)ccc1Cl	-1.4	7	-4	-5	-3.3	0.4	1	-2	3	17
10	Cc1cc(C)nc(SC2CCCCC2O)n1 (centres undefined)	-1.6	6	-1	2	i	0.1	6	-26	6	0
11	CCOC(=O)c1[nH]c2cc3c(cc2c1NC(=O)CN1CCC(C)CC1)OCO3	-0.3	-3	-2	4	6.7	nt	-2	-8	-11	8
12	COCCCNC(=O)C[C@H]1C[C@H](C(=O)N2CCCCC2)[C@@]2(C)c3[nH]c4ccc(Cl)cc4c3CCN2C1=O	-0.7	-6	nt	-11	i	1.5	-1	-6	nt	nt
13	O=C(OCCOc1cccc(Cl)c1)c1cc(S(=O)(=O)N2CCOCC2)ccc1F	-0.4	0	nt	31	i	2.4	-5	-40	5	nt
14	COc1ccc([N+](=O)[O-])cc1-c1[nH]c(-c2ccc(C(=O)O)cc2)nc1-c1ccccc1	0.6	7	0	8	-1.2	3.0	1	31	-4	16
15	COc1ccc(CCNC(=O)Cn2cnc3c(cnn3-c3ccccc3Cl)c2=O)cc1OC	0.9	-1	-8	-2	i	nt	3	-15	3	22
16	COC(=O)c1ccc(C(=O)OC)c(NC(=O)Cc2cccs2)c1	nt	4	nt	-7	-0.3	1.9	-8	nt	nt	nt
17	Nn1cnc2scc(-c3cccs3)c2c1=O	2.2	5	-1	12	-0.8	0.3	-3	-2	7	18
18	CCN=C1SC(CC(=O)NCCc2ccc(OC)cc2)C(=O)N1CC (centres undefined)	1.1	-3	3	3	i	nt	1	-4	-7	-28
19	COc1ccc(NS(=O)(=O)c2cccc(C(=O)N/N=C(/C)c3ccc(-n4ccnc4)cc3)c2)cc1	2.3	-8	nt	15	i	-0.1	7	i	nt	nt
20	Cc1ccc(NS(=O)(=O)c2ccc(NC(=O)c3cccc(NC(=O)C(C)C)c3)cc2)cc1	2.3	5	9	-11	-0.2	nt	4	6	-387	-11
21	c1ccc(-c2cc3c(N4CCCC4)ncnc3s2)cc1	0.9	0	-1	-7	-0.6	-0.8	21	-2	2	18
22	Fc1ccccc1COc1ccc(C(=S)N2CCCC2)cc1	-0.5	-9	-3	5	-0.4	1.2	7	-20	-4	-13
23	O=C(CNC(=O)c1ccccc1Br)NCC(c1ccco1)N1CCCCC1 (centres undefined)	-0.2	1	nt	19	2.8	1.5	5	-21	nt	nt
24	COCCNC(=O)C1(C)CCCN(C(=O)c2ccc(C(F)(F)F)cc2)C1 (centres undefined)	nt	1	nt	-3	-1.2	0.0	nt	nt	nt	nt
25	CC(=O)NNC(=O)c1nc(-c2ccccc2)c(C)o1	-0.1	-10	-3	2	-0.5	-1.3	4	7	-4	14
26	O=C(O)c1ccccc1C(=O)Nc1cc(C(F)(F)F)ccc1N1CCCC1	0.9	0	1	0	-1.2	-8.5	7	-2	5	2
27	COc1ccc(S(=O)(=O)N(C)c2ccc(C(=O)Nc3cccnc3)cc2)cc1	-0.3	-4	0	6	-0.3	-0.5	7	-9	-8	2
28	CCCNC(=O)Cn1nc([N+](=O)[O-])c([N+](=O)[O-])c1C	-0.8	2	4	-1	i	nt	-3	-2	8	-10
29	CCn1c(=O)c(C(=O)Nc2ncccc2C)c(O)c2ccccc21	1.3	-2	-4	5	0.7	1.6	4	-4	4	17
30	CC(C)(O)C(=O)NN(C(=O)c1ccccc1)c1ccc2ccccc2c1	0.0	-2	-4	0	0.0	nt	-1	-7	-13	14

Reprinted from the part before: 2 compounds; new compounds follow.
entry	Molecule	PfHsp40 rescue	Anthrax LF prot	3CLpro inhibitor	Y pestis TopoI	Vc quorum ag	TcdB GH inh	MazF activator	SSB-PriA inh	Rv3671c inh	DUSP3 inh
29	CCn1c(=O)c(C(=O)Nc2ncccc2C)c(O)c2ccccc21	1.3	-2	-4	5	0.7	1.6	4	-4	4	17
30	CC(C)(O)C(=O)NN(C(=O)c1ccccc1)c1ccc2ccccc2c1	0.0	-2	-4	0	0.0	nt	-1	-7	-13	14
31	CN(Cc1ccco1)c1ncnc2ccc(-c3ccc4c(ccn4C)c3)cc12	-1.4	-91	nt	-7	-0.4	0.5	-12	-4	-16	nt
32	Cc1[nH]c(=O)[nH]c(=O)c1CSCC(=O)OCC(=O)Nc1ccccn1	-0.9	nt	-6	-1	i	1.6	-11	7	-3	13
33	CCCCCOC(=O)Nc1nnc(CCCCC)s1	0.0	-2	8	8	i	2.1	2	-8	-7	6
34	Cc1ccc(S(=O)(=O)Cn2nnnc2C(C)N2CCN(C(=O)c3ccco3)CC2)cc1 (centres undefined)	-0.5	0	0	2	1.4	-0.8	1	-1	2	17
35	CCCOP(=O)(c1ccc(N(C)C)cc1)C(O)c1ccc(N(C)C)cc1 (centres undefined)	-0.6	-5	-2	2	i	0.2	-5	-6	4	-11
36	O=C(C1CC(=O)N(c2ccccc2)C1)N1CCC(c2nc3ccccc3[nH]2)CC1 (centres undefined)	0.3	-1	nt	5	i	-6.9	3	-18	6	nt
37	O=C(Cc1ccccc1)NC(=S)Nc1ccc2oc(-c3ccccc3F)nc2c1	-0.8	4	-13	-2	i	nt	-1	-9	4	13
38	COc1ccc2[nH]c(C(=O)N3CCN(Cc4ccccc4)CC3)cc2c1OC	-0.9	-6	-2	6	0.8	0.2	-3	2	-7	-9
39	COCc1nnc(NC(=O)CC(C)C)s1	-3.2	-4	-4	1	i	nt	2	-4	2	29
40	O=C(NCc1ccccc1)C(c1ccco1)N(C(=O)c1cnccn1)c1ccc(F)cc1 (centres undefined)	0.7	3	3	-10	-2.1	nt	1	-1	2	29
41	NC(=O)C(CC(=O)O)NC(=O)[C@@H]1CCOc2c(I)cc([N+](=O)[O-])cc2C(=O)N[C@@H](CO)C(=O)N[C@@H](Cc2ccc(O)cc2)C(=O)N1 (some centres undefined)	nt	nt	-3	nt	nt	nt	10	-12	-5	-7
42	CCOC(=O)c1ccc(NC(=O)C2=C(C)Nc3nc(CCCO)nn3C2c2ccc(OC)cc2)cc1 (centres undefined)	1.5	-4	3	5	0.3	nt	0	-6	-1	nt
43	Cc1nc(C)c(CC(=O)N/N=C/c2ccc(O)cc2)c(=O)[nH]1	-1.0	0	2	-4	-0.3	-1.3	-6	nt	0	-4
44	CC(C)CN1CCC(=O)N([C@H](COc2ccccc2)c2ccccc2)CC1	-0.5	1	2	32	-0.3	1.8	0	-16	5	17
45	COc1ccc(C2=NOC(C(=O)Nc3cc(C)on3)C2)cc1 (centres undefined)	0.1	-1	-3	3	-0.3	0.0	-3	-16	-1	4
46	COC(=O)C(NC(=O)c1ccco1)(Nc1ccc(Br)cn1)C(F)(F)F (centres undefined)	-1.0	3	0	-5	4.0	nt	-4	-1	1	16
47	Cc1ccc(Cn2nnc3c(=O)[nH]c(C4CCN(C(=O)Cc5cccs5)CC4)nc32)cc1	-0.6	3	2	23	-0.3	1.0	-7	13	0	20
48	CC(=O)c1ccc(NC(=O)[C@@H]2CCCN2C2=NS(=O)(=O)c3ccccc32)cc1	0.0	4	nt	0	-0.9	-0.7	8	-5	7	nt
49	Cc1ccccc1CSc1nc2n(n1)C(c1cccs1)C1=C(CCCC1=O)N2 (centres undefined)	2.2	0	4	-4	i	nt	1	-3	-1	30
50	CCOCCCNC(=O)c1cn(C)c2ccc(S(=O)(=O)N3CCCCC3)cc2c1=O	1.3	-2	-1	2	-13	2.2	3	-8	1	69
51	CCCN1CCN(CCCNC(=O)c2ccc3nc(N4CCC(C)CC4)sc3c2)CC1	0.4	5	-7	7	-0.1	0.6	13	nt	-2	-10
52	N#C/C(=C/c1cn(-c2ccccc2)nc1-c1cccc(S(=O)(=O)N2CCOCC2)c1)C(=O)NCc1ccco1	-0.5	-2	3	-4	-0.3	0.4	0	-3	-8	-5
53	CCc1c(O)c(-c2ccccc2)c(=O)n(-c2ccccn2)c1-c1ccccc1	-1.9	0	2	2	-0.3	7.1	-1	-4	2	17
54	O=C(CCCCCN1C(=O)c2ccccc2C1=O)Nc1ccc(F)cc1	1.6	0	-5	8	-2.0	nt	7	-13	2	18
55	NC(=O)C1=C[C@@H](c2csc3ccccc23)C[C@@H](OCc2ccc(CO)cc2)O1	1.0	-8	nt	24	-1.0	-2.3	-6	16	-3	10
56	CCC(=O)Nc1cccc(-c2nc3ccccc3o2)c1	0.4	1	2	1	nt	nt	0	-34	6	2
57	COc1cc(C2/C(=C(/O)c3ccc(F)cc3)C(=O)C(=O)N2CCCC(=O)O)ccc1O (centres undefined)	0.1	5	-2	5	i	nt	37	nt	5	29
58	COc1ccc2c(c1)CC(N1CCN(C)CC1)c1cc(OC)ccc1S2 (centres undefined)	-1.3	-6	nt	-7	-0.4	3.0	21	6	-7	nt
59	O=C(c1ccc([N+](=O)[O-])cc1)N(c1ccccn1)c1ccccn1	0.8	-4	-3	11	i	0.3	5	-6	0	9

Five structures out of the list, arranged by molar mass, falling:
entry	Molecule	PfHsp40 rescue	Anthrax LF prot	3CLpro inhibitor	Y pestis TopoI	Vc quorum ag	TcdB GH inh	MazF activator	SSB-PriA inh	Rv3671c inh	DUSP3 inh
40	O=C(NCc1ccccc1)C(c1ccco1)N(C(=O)c1cnccn1)c1ccc(F)cc1 (centres undefined)	0.7	3	3	-10	-2.1	nt	1	-1	2	29
49	Cc1ccccc1CSc1nc2n(n1)C(c1cccs1)C1=C(CCCC1=O)N2 (centres undefined)	2.2	0	4	-4	i	nt	1	-3	-1	30
45	COc1ccc(C2=NOC(C(=O)Nc3cc(C)on3)C2)cc1 (centres undefined)	0.1	-1	-3	3	-0.3	0.0	-3	-16	-1	4
33	CCCCCOC(=O)Nc1nnc(CCCCC)s1	0.0	-2	8	8	i	2.1	2	-8	-7	6
56	CCC(=O)Nc1cccc(-c2nc3ccccc3o2)c1	0.4	1	2	1	nt	nt	0	-34	6	2

This is a subset; the hit share may differ from the screen's.
